LANA DNA inh: KSHV C-LANA DNA binding inhibition | MBP-C-LANA/FAM-LBS DNA binding, fluorescence polarization | inhibition, % at 9 µM | actives 0.078% (n = 340,000);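 active means highest replicate inhibition at or above 60% at 9 µM, even if other replicates fall short; inactive means all replicates below 60% inhibition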;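 further: 0% = neutral control wells and 100% = 4 µM acridine orange control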
PvdQ acylase: blocks Pseudomonas aeruginosa PvdQ acylase activity. inhibition, % at 10 µM. actives 0.063% (n = 340,000). purified PvdQ acylase, fluorescence plate reader; in the data active means inhibition above about 30%, passing the limit was not always enough; inconclusive means no clear call, values can overlap the other calls;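 further: 0% = vehicle neutral wells and 100% = reference inhibitor wells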
PfHsp90 yeast 2: growth inhibition of yeast expressing Plasmodium Hsp90; actives 0.32% (n = 310,000); inhibition, % at 9.4 µM; S. cerevisiae expressing PfHsp90, BacTiter-Glo ATP, 48 h; yeast lacking PDR1 and PDR3 efflux regulators;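 active means every replicate shows inhibition above about 80%, whatever the replicate mean, limit read from the data; inconclusive means mean inhibition reaches the set limit but some replicate falls short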;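 further: 0% = DMSO neutral controls and 100% = 20 µM radicicol positive controls; yeast relying on Plasmodium falciparum Hsp90 in place of its own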
NSD2 HMT inh: inhibitors of human histone methyltransferase NSD2. O96028. inhibition, % at 12.5 µM. actives 0.54% (n = 310,000). NSD2 peptide methylation, AlphaScreen, 120 min; in the data active means inhibition above about 50%
CDK5 p35 inh: blocks human CDK5/p35 kinase activity; Q00535+Q15078; Recombinant CDK5/p35, ADP-Glo luminescence, 60 min; inhibition, % at 10 µM; actives 0.01% (n = 330,000); AID 488839;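 active means highest replicate inhibition of at least 50% and at least 75% of replicates reaching 50%; inconclusive means only one of the two criteria met; inactive means both criteria failed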;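 further: plate controls were DMSO neutral control for no effect and GW8510 at 10 µM for full effect; many of its hits are not listed in these tables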
Target sequence (Q00535 whole entry, looked up): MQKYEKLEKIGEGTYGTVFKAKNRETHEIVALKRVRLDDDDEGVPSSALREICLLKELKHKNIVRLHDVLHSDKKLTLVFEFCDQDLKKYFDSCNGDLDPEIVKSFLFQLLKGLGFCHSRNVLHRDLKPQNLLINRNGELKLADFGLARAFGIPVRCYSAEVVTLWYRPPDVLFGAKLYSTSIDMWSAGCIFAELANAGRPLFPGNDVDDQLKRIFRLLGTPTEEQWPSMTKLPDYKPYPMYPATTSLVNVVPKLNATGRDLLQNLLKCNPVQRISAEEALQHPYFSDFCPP
Target sequence (Q15078 whole entry, looked up): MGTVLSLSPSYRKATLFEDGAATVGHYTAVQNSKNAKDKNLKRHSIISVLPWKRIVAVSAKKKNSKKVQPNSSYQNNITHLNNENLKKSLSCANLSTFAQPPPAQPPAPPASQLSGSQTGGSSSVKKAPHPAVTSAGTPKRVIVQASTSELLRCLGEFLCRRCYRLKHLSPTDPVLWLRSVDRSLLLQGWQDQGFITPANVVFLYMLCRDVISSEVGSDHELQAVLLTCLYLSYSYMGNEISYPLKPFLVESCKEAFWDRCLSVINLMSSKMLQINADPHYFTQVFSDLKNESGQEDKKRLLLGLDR
cardiac RTF act: increases calcium sensitivity of human cardiac regulated thin filaments; P19429+P45379; IANBD-labeled TnC RTF fluorescence at EC20 calcium; 0% EC20 calcium, 100% full calcium; activation, % at 7.2 µM; actives 0.24% (n = 340,000); AID 493008;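 active means activation above the mean over all tested compounds plus 3 SD, cut at about 30% in these data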;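 further: rise in fluorescence read as greater calcium sensitivity of cardiac thin filaments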
dFosB activator: enhances mouse delta FosB homodimer DNA binding; P13346; purified delta FosB, TAMRA-CDK5 oligo fluorescence polarization; percent of positive-control signal above neutral wells; activation, % at 25 µM; actives 0.99% (n = 340,000); AID 493131;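 active means mean activation above about 17%, with every replicate also reaching it, limit read from the data, passing the limit was not always enough; inconclusive means only one of the two conditions met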;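 further: fluorescence polarization rise as delta FosB binds a TAMRA Cdk5 AP-1 oligo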
Keap1-Nrf2 PPI: disrupts human Keap1 binding to Nrf2 peptide | AID 504523 | Q14145 | Keap1 Kelch-Nrf2 peptide fluorescence polarization, 1536-well | actives 0.15% (n = 340,000) | inhibition, % at 9.4 µM; in the data active means inhibition above about 12%; inconclusive means no clear call, values can overlap the other calls; inactive means below about 7.3%;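 further: human Keap1 Kelch domain with fluorescein labeled Nrf2 9mer peptide probe; 0% = neutral control wells and 100% = peptide positive control; higher means more block of Keap1 binding to Nrf2 peptide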
Cardiac RTF inh: cardiac RTF calcium desensitization | IANBD-labeled cardiac RTF, Ca2+ fluorescence | inhibition, % at 7.15 µM | actives 0.12% (n = 340,000) | AID 493244;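 active means inhibition above the mean inhibition of all tested compounds plus 3 SD, cut at about 17% in these data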;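 further: assay run at fixed EC70 calcium of 1.6 mM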
SUMO Mot1 rescue: blocks SUMOylation pathway, rescuing yeast Mot1-301 growth | S. cerevisiae Mot1-301 growth rescue, ATP luminescence, 38.5C; percent above DMSO median, 100 means doubled | growth rescue, % at 18.8 µM | actives 1% (n = 320,000);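 active means every valid replicate shows activation above 250% relative to neutral control wells; inactive means the rest, any valid replicate at or below 250%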;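 further: OY570 slx delta 5 strain wells were the positive control but not used for scaling; some compounds called inactive have numbers as strong as hits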
Rtt109 HAT inh: blocks Candida albicans Rtt109/Vps75 acetyltransferase activity. Q5AAJ8. purified Rtt109/Vps75, ThioGlo CoA-SH fluorescence, 4 h. inhibition, % at 34.9 µM. actives 0.16% (n = 330,000);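 active means inhibition of at least 50% in every replicate; inconclusive means best replicate reaches 50% inhibition but some replicates fall short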
Target sequence (Q5AAJ8 whole entry, looked up): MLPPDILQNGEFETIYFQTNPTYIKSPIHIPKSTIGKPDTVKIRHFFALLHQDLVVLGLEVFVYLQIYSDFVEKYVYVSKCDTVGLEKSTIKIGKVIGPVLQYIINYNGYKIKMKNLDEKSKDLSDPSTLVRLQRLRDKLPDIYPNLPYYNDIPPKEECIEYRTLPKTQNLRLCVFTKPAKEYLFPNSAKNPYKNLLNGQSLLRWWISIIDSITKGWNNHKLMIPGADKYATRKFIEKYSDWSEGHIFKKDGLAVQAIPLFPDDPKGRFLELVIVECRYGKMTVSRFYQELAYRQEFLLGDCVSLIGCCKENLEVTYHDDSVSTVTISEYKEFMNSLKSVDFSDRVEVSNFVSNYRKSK
* marks the source's active call; other numbers are inactive results. An unsorted share of the library (roughly 3.2% active in at least one column).

What do the screens show for `COc1cccc(C(O)Cc2nc3ccccc3n2C)c1OC` (centres undefined)?
LANA DNA inh: -0.8; PvdQ acylase: -3; PfHsp90 yeast 2: 2; NSD2 HMT inh: 0; CDK5 p35 inh: -3.3; cardiac RTF act: -1; dFosB activator: 3; Keap1-Nrf2 PPI: -1; Cardiac RTF inh: 0; SUMO Mot1 rescue: 7; Rtt109 HAT inh: 7

Results for CCC(C(=O)Nc1cc(Cl)c(OC)cc1OC)c1ccccc1 (centres undefined) ?
LANA DNA inh: -1.2; PvdQ acylase: -6; PfHsp90 yeast 2: 5; NSD2 HMT inh: -6; CDK5 p35 inh: -2.6; cardiac RTF act: -2; dFosB activator: -7; Keap1-Nrf2 PPI: -1; Cardiac RTF inh: -4; SUMO Mot1 rescue: -10; Rtt109 HAT inh: 7

Results for CCOC(=O)C(C)n1cnc2c(oc3ccccc32)c1=O (centres undefined) ?
LANA DNA inh: -0.9; PvdQ acylase: -9; NSD2 HMT inh: -3; CDK5 p35 inh: -2.4; cardiac RTF act: 4; dFosB activator: 6; Keap1-Nrf2 PPI: -2; Cardiac RTF inh: 7; SUMO Mot1 rescue: 161; Rtt109 HAT inh: 0

How did Cc1c(NC(=O)CSc2nc3c(cnn3-c3ccccc3)c(=O)[nH]2)c(=O)n(-c2ccccc2)n1C do in these assays?
LANA DNA inh: 0.2; PvdQ acylase: -9; PfHsp90 yeast 2: 10; NSD2 HMT inh: -2; CDK5 p35 inh: -1.1; cardiac RTF act: -1; dFosB activator: -9; Keap1-Nrf2 PPI: 2; Cardiac RTF inh: -19; SUMO Mot1 rescue: 4; Rtt109 HAT inh: -6

Results for Cc1ccc(CNC(=O)CO/N=C/c2ccc(C(C)(C)C)cc2)cc1 ?
LANA DNA inh: -1.5; PvdQ acylase: -6; PfHsp90 yeast 2: -3; NSD2 HMT inh: 4; CDK5 p35 inh: -6.7; cardiac RTF act: 1; dFosB activator: -18; Keap1-Nrf2 PPI: -4; Cardiac RTF inh: -4; SUMO Mot1 rescue: -18; Rtt109 HAT inh: 5

What do the screens show for `Cc1c(C(=O)O)oc2ccc(S(=O)(=O)NCc3ccc(F)cc3)cc12`?
LANA DNA inh: -3.4; PvdQ acylase: -12; NSD2 HMT inh: -12; CDK5 p35 inh: -0.7; cardiac RTF act: -2; dFosB activator: 1; Keap1-Nrf2 PPI: 2; Cardiac RTF inh: -8; SUMO Mot1 rescue: 3; Rtt109 HAT inh: -2

What do the screens show for `Cc1ncc(N=Nc2ccccc2Cl)c(-c2ccccc2)n1`?
LANA DNA inh: 0.1; PvdQ acylase: -6; PfHsp90 yeast 2: -2; NSD2 HMT inh: 23; CDK5 p35 inh: -0.7; cardiac RTF act: -1; dFosB activator: -12; Keap1-Nrf2 PPI: -1; Cardiac RTF inh: -3; SUMO Mot1 rescue: 410; Rtt109 HAT inh: -3

What do the screens show for `Cc1ccc(N(C(C)C(=O)N2CCOCC2)S(C)(=O)=O)cc1C` (centres undefined)?
LANA DNA inh: 0.5; PvdQ acylase: 12; PfHsp90 yeast 2: 9; NSD2 HMT inh: -1; CDK5 p35 inh: -0.3; cardiac RTF act: -6; dFosB activator: -3; Keap1-Nrf2 PPI: -1; Cardiac RTF inh: -5; SUMO Mot1 rescue: -1; Rtt109 HAT inh: inconclusive

What do the screens show for `Cn1cc(C(=O)C(=O)N2CCCCC2)c2ccccc21`?
LANA DNA inh: -1.8; PvdQ acylase: -2; PfHsp90 yeast 2: 18; NSD2 HMT inh: 1; CDK5 p35 inh: 0.0; cardiac RTF act: -1; dFosB activator: 2; Keap1-Nrf2 PPI: -2; Cardiac RTF inh: 5; Rtt109 HAT inh: -5

Results for CCCOC(=O)CCc1n[nH]c(=O)[nH]c1=O ?
LANA DNA inh: -0.2; PvdQ acylase: -11; PfHsp90 yeast 2: -7; NSD2 HMT inh: -3; CDK5 p35 inh: -2.1; cardiac RTF act: -1; dFosB activator: 7; Keap1-Nrf2 PPI: -1; Cardiac RTF inh: -13; SUMO Mot1 rescue: 155; Rtt109 HAT inh: -1

What do the screens show for `Cc1noc(C)c1COC(=O)COc1ccc2c(C)cc(=O)oc2c1`?
LANA DNA inh: -0.5; PvdQ acylase: -1; PfHsp90 yeast 2: 48; NSD2 HMT inh: -5; CDK5 p35 inh: 0.9; cardiac RTF act: -1; dFosB activator: -9; Keap1-Nrf2 PPI: -6; Cardiac RTF inh: 5; SUMO Mot1 rescue: -2; Rtt109 HAT inh: -7

Results for COc1ccc2c(c1)CCCC21SC(NC(C)=O)=NN1C(C)=O (centres undefined) ?
LANA DNA inh: -1.6; PvdQ acylase: -10; PfHsp90 yeast 2: 17; CDK5 p35 inh: -0.5; cardiac RTF act: 1; dFosB activator: -6; Keap1-Nrf2 PPI: -4; Cardiac RTF inh: 2; SUMO Mot1 rescue: -9; Rtt109 HAT inh: -11

How did O=C(NCC(c1cccs1)N1CCOCC1)C1CCN(S(=O)(=O)c2c(Cl)cccc2Cl)CC1 (centres undefined) do in these assays?
LANA DNA inh: -1.1; PvdQ acylase: -10; NSD2 HMT inh: -2; CDK5 p35 inh: 2.2; cardiac RTF act: 2; dFosB activator: -11; Keap1-Nrf2 PPI: -1; Cardiac RTF inh: -8; SUMO Mot1 rescue: -17; Rtt109 HAT inh: -6

Results for CC(C)(CN1CCCC1)NC(=O)C1CCC(=O)N(CCCN2CCOCC2)C1 (centres undefined) ?
LANA DNA inh: -0.7; PvdQ acylase: -17; PfHsp90 yeast 2: 5; NSD2 HMT inh: 1; CDK5 p35 inh: 0.2; cardiac RTF act: -4; dFosB activator: -6; Keap1-Nrf2 PPI: -3; Cardiac RTF inh: -5; SUMO Mot1 rescue: -6; Rtt109 HAT inh: -2

Results for COc1ccc(NC(=O)C2CCCN2S(=O)(=O)c2ccc(C)cc2)cc1 (centres undefined) ?
LANA DNA inh: -0.5; PvdQ acylase: 2; PfHsp90 yeast 2: 6; NSD2 HMT inh: -3; CDK5 p35 inh: 1.2; cardiac RTF act: -8; dFosB activator: -2; Keap1-Nrf2 PPI: -3; Cardiac RTF inh: 4; SUMO Mot1 rescue: 9; Rtt109 HAT inh: -2

What do the screens show for `Cc1ccc(C(=O)NCC(=O)OCC(=O)c2cc(C)n(Cc3ccco3)c2C)cc1`?
LANA DNA inh: -0.9; PvdQ acylase: 4; PfHsp90 yeast 2: 4; NSD2 HMT inh: -2; CDK5 p35 inh: 0.5; cardiac RTF act: -5; dFosB activator: 1; Keap1-Nrf2 PPI: -2; Cardiac RTF inh: -4; SUMO Mot1 rescue: 11; Rtt109 HAT inh: 8

How did COC(=O)c1ccccc1NC(=O)c1nc2nc(C)cc(C(F)F)n2n1 do in these assays?
LANA DNA inh: 0.5; PvdQ acylase: -14; PfHsp90 yeast 2: -1; NSD2 HMT inh: 2; CDK5 p35 inh: -0.3; cardiac RTF act: 5; dFosB activator: -7; Keap1-Nrf2 PPI: 3; Cardiac RTF inh: 0; Rtt109 HAT inh: 1

Results for Cc1ccccc1NS(=O)(=O)c1ccc(OCC(=O)NCc2cccnc2)cc1 ?
LANA DNA inh: 1.0; PvdQ acylase: -13; PfHsp90 yeast 2: 13; NSD2 HMT inh: 1; CDK5 p35 inh: -0.8; cardiac RTF act: -4; dFosB activator: -6; Keap1-Nrf2 PPI: -2; Cardiac RTF inh: -10; SUMO Mot1 rescue: 385*; Rtt109 HAT inh: 0

How did CCOC(=O)C1=C(C)N(c2ccccc2)C(=O)NC1c1cccc([N+](=O)[O-])c1 (centres undefined) do in these assays?
LANA DNA inh: -0.4; PvdQ acylase: -5; PfHsp90 yeast 2: 19; NSD2 HMT inh: 0; CDK5 p35 inh: -0.4; cardiac RTF act: -3; dFosB activator: -7; Keap1-Nrf2 PPI: -3; Cardiac RTF inh: -9; SUMO Mot1 rescue: -8; Rtt109 HAT inh: 6

What do the screens show for `CCOC(=O)N1CCC(N2C(=O)c3ccccc3C2Nc2ccc(Cl)cn2)CC1` (centres undefined)?
LANA DNA inh: 0.8; PvdQ acylase: -9; PfHsp90 yeast 2: -62; CDK5 p35 inh: -2.2; cardiac RTF act: 1; dFosB activator: -4; Keap1-Nrf2 PPI: -4; Cardiac RTF inh: -9; SUMO Mot1 rescue: 9; Rtt109 HAT inh: 8

What do the screens show for `O=C(COC(=O)C1(c2ccccc2F)CCCC1)N1CCN(C(=O)c2ccco2)CC1`?
LANA DNA inh: 0.2; PvdQ acylase: 8; PfHsp90 yeast 2: 4; NSD2 HMT inh: -1; CDK5 p35 inh: -0.8; cardiac RTF act: -1; dFosB activator: 3; Keap1-Nrf2 PPI: -2; Cardiac RTF inh: 1; SUMO Mot1 rescue: 88; Rtt109 HAT inh: -1

How did Cc1ccc(NC(=O)COC(=O)CN2CCCCCC2=O)cc1C do in these assays?
LANA DNA inh: -0.5; PvdQ acylase: -1; PfHsp90 yeast 2: 5; NSD2 HMT inh: -1; CDK5 p35 inh: -0.5; cardiac RTF act: -4; dFosB activator: -1; Keap1-Nrf2 PPI: -3; Cardiac RTF inh: -7; SUMO Mot1 rescue: 6; Rtt109 HAT inh: -3

What do the screens show for `Cc1cc(C)n(C(=O)c2ccc([N+](=O)[O-])cc2[N+](=O)[O-])n1`?
LANA DNA inh: 0.1; PvdQ acylase: 2; PfHsp90 yeast 2: -22; NSD2 HMT inh: 1; CDK5 p35 inh: -2.6; cardiac RTF act: 3; dFosB activator: -5; Keap1-Nrf2 PPI: -8; Cardiac RTF inh: 2; SUMO Mot1 rescue: 3; Rtt109 HAT inh: -5

Results for O=C(CCN1C(=O)c2ccccc2C1=O)NC1=NCCS1 ?
LANA DNA inh: 0.4; PvdQ acylase: -4; PfHsp90 yeast 2: -2; NSD2 HMT inh: -5; CDK5 p35 inh: 0.0; cardiac RTF act: -3; dFosB activator: -6; Keap1-Nrf2 PPI: 0; Cardiac RTF inh: 4; Rtt109 HAT inh: 2

How did O=C(CCNS(=O)(=O)c1cccc2nonc12)N1CCN(c2cccc(Cl)c2)CC1 do in these assays?
LANA DNA inh: -0.1; PvdQ acylase: -13; NSD2 HMT inh: 3; CDK5 p35 inh: 0.5; cardiac RTF act: 0; dFosB activator: -9; Keap1-Nrf2 PPI: 2; Cardiac RTF inh: -8; SUMO Mot1 rescue: -13; Rtt109 HAT inh: -1

How did O=C(CNc1ccccc1)c1ccc([N+](=O)[O-])cc1 do in these assays?
LANA DNA inh: -1.0; PvdQ acylase: 0; PfHsp90 yeast 2: -30; NSD2 HMT inh: -5; CDK5 p35 inh: -0.1; cardiac RTF act: -7; dFosB activator: 6; Keap1-Nrf2 PPI: 1; Cardiac RTF inh: 1; SUMO Mot1 rescue: -13; Rtt109 HAT inh: 0
